EPAC2 ag: agonists of human EPAC2 (RAPGEF4); Q8WZA2; EPAC2 activation, biochemical qHTS; response scale: 100% = 6.5 mM cAMP response; Potency, µM (series often up to 154 µM), inactives show at the highest dose activation, most hits filed as activators; 360,000 compounds, 0.079% hits; further: potency means the concentration at half of the fitted maximal effect; nearly all actives have a fitted effect of over 50% in size
Target sequence (Q8WZA2 whole entry, looked up): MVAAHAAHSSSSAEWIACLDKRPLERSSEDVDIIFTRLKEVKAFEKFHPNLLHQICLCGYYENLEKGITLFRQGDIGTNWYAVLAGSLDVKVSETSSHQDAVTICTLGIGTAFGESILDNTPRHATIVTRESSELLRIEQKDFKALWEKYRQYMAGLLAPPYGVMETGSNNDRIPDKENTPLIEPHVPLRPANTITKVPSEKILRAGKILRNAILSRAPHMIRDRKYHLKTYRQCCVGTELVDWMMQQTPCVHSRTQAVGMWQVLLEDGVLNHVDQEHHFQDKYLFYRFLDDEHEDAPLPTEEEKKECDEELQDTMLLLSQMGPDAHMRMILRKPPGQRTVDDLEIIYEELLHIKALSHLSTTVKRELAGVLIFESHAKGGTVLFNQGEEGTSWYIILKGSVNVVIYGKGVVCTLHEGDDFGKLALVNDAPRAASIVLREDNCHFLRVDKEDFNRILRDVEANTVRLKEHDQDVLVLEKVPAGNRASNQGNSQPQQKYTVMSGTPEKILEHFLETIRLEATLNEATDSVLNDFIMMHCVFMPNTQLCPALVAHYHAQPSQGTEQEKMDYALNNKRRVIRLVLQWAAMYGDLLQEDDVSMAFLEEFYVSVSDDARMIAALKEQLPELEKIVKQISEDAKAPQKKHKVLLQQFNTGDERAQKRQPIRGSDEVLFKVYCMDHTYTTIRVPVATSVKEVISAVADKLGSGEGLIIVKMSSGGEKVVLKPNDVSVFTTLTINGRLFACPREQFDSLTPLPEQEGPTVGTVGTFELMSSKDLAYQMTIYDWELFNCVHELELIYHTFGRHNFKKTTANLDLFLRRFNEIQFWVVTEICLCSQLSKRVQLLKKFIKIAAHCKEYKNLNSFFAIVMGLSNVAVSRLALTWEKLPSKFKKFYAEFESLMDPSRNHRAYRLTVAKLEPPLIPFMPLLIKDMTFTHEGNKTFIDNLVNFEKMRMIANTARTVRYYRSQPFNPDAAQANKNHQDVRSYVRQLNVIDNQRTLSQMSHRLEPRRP
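Compounds were titrated in qHTS against a Rap1B-BODIPY-GDP (250 nM) complex with EPAC2 (100 nM) and GDP (50 uM). BODIPY-GDP release tracked at 480/540 nm over 30 min at room temperature, normalized to 6.5 mM cAMP.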
Nrf2 activator: activators of Nrf2 (ARE) signaling; 410,000 compounds, 0.31% hits; AID 624171; Potency, µM (series often up to 46.1 µM), for the others: at the top dose activation, actives largely listed as activators; AREc32 ARE-luciferase reporter (MCF7-derived line), luminescence, 24 h; further: potency means the concentration at half of the fitted maximal effect; % of control where 0% means no effect; nearly all actives have a fitted effect of over 65% in size
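AREc32_Fluc, 1000 cells/well, OPTI-MEM + 5% FBS, o/n 37 deg C 5% CO2; 23 nL cpd by pin tool, 24 hr; Steady-Glo 30 min RT, luminescence.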
pAkt inh: blocks phosphorylation of Akt | Neuro2A IGF-stimulated pAkt S473 HTRF, 20 min; stronger effect = lower value | activity change, % for hits at 50 µM | 360,000 compounds, 0.32% hits; in the data active means activity change below about -80%; inconclusive means mostly about -51% to -80%; further: on the % scale 0 is the no-effect control and ±100 the full control effect
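Neuro2A cells in DMEM with 0.5% FBS, overnight at 37 deg C, given compound at single 50 µM final, then IGF (6 nM final) for 20 min at 37 deg C. Lysed; phospho-Akt Ser473 by HTRF after 24 h, 665/615 ratio.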
TGFb SMAD3 inh: inhibitors of TGF-b signaling | HepG2 CAGA-GFP TGF-b/SMAD3 reporter, GFP fluorescence, 18 h; TGF-beta stimulated, 500 pg/mL final | Potency, µM (highest dose often 46.1 µM), for inactives: at the top dose activity, negative = inhibition, usual class: inhibitors | 410,000 compounds, 1.2% hits | AID 588855; further: potency means the concentration at half of the fitted maximal effect; on the % scale 0 is the no-effect control and ±100 the full control effect; nearly all actives have a fitted effect of over 65% in size
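Per well, imaged GFP fluorescence of HEPG2 CAGA-GFP cells gives the signal; cells get compound, then TGF-beta (500 pg/mL final), 18 h at 37 degrees C; %Activity versus -TGF-beta and +DMSO controls.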
A549 viability: counter-screen for Nrf2 inhibitors: cytotoxicity in A549 cells; A549 ARE-Fluc cells, CellTiter-Fluor viability, 18-24 h; Potency, µM (series often up to 46 µM), without a hit: top-dose activity change, negative = cytotoxicity, usual class: inhibitors; 390,000 compounds, 0.16% hits; AID 504648; further: potency means the concentration at half of the fitted maximal effect; on the % scale 0 is the no-effect control and ±100 the full control effect
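A549 ARE_Fluc cells in 5% FBS OPTI-MEM were exposed to compounds in concentration-response for 18-24 h at 37 deg C. Viability was read by CellTiter-Fluor fluorescence (Ex 405/Em 525) after 30 min, before the luciferase read.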
Nrf2 block: Nrf2 pathway inhibition; A549 ARE-Fluc reporter, luciferase luminescence, 18-24 h; Potency, µM (top dose mostly 46 µM), for inactives: at the top dose activity change, negative = inhibition, actives largely listed as inhibitors; 360,000 compounds, 2.1% hits; further: potency means the concentration at half of the fitted maximal effect; on the % scale 0 is the no-effect control and ±100 the full control effect; nearly all actives have a fitted effect of over 60% in size
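Two sequential reads on A549 ARE_Fluc cells exposed to compound for 18-24 h: a CellTiter-Fluor fluorescence read for viability, then a luciferase luminescence read for Nrf2/ARE activity.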
Mm-Cpn inhibitor: inhibitors of Methanococcus maripaludis chaperonin (MmCpn); purified Mm-Cpn ATPase, ADP Transcreener TR-FRET; Potency, µM (titrated, usually from 76.9 µM), for inactives: at the top dose activity, negative = inhibition, hits mostly inhibitors; 330,000 compounds, 0.031% hits; AID 504842; further: potency means the concentration at half of the fitted maximal effect; on the % scale 0 is the no-effect control and ±100 the full control effect; nearly all actives have a fitted effect of over 80% in size
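TR-FRET (320 nm excitation; 590 and 665 nm emission) reports ADP made from 10 uM ATP by 25 nM enzyme; compounds were preincubated 10 min, reaction run 30 min, both at 37°C.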
EPAC2 antagonist: antagonists of human EPAC2. EPAC2 GEF exchange of Rap1B-BODIPY-GDP, fluorescence. Q8WZA2. Potency, µM (titrated, usually from 114 µM), without a hit: at the highest dose activity, negative = inhibition, most hits filed as inhibitors. 360,000 compounds, 0.18% hits; further: potency means the concentration at half of the fitted maximal effect; on the % scale 0 is the no-effect control and ±100 the full control effect; nearly all actives have a fitted effect of over 45% in size; many of its hits are not listed in these tables
CCT modulator: changes cytosolic chaperonin activity. activity change, % (test concentration not listed), hits read low. purified chaperonin ATPase assay, HTRF ADP detection, 30 min. 360,000 compounds, 0.3% hits; in the data active means activity change below about -30%; further: on the % scale 0 is the no-effect control and ±100 the full control effect
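We incubate TRiC, 40 or 20 nM final, with library compounds at 76 uM and 10 uM ATP for 30 min at 37 °C. ADP formed is detected with Transcreener HTRF reagents after 30 min at room temperature.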
* hit, by the source's call; i = inactive; ? = inconclusive; . = no result given; [ ] = another dose, or the depositor's remark. Unless noted, the call rests on the fitted dose curve; in most records, active means well fitted curve in the direction sought with a large enough effect; inconclusive means small, poorly fitted or top-dose-only effect, or another doubt; inactive means no such curve, though single readings can be large; an effect the other way counts as inactive or inconclusive. This is a subset. The share of hits here may be higher or lower than overall.

The line under a structure holds: Nrf2 block | A549 viability | pAkt inh | TGFb SMAD3 inh | EPAC2 ag | Nrf2 activator | CCT modulator | EPAC2 antagonist | Mm-Cpn inhibitor
CCN(CC)S(=O)(=O)c1ccc(OC)c(NC(=O)c2cccs2)c1
 : -1.0% | 0.1% | i | 7.1% | -2.7% | -0.6% | -5.1 | -20.9% | 1.3%
Nc1ccc(N=Nc2ccccc2)c2cccnc12
 : 28.9% | ? | i | -15.3% | 16.4% | ? | 0.7 | -10.9% | -1.6%
Cc1ccc(C(=O)N/C(=C\c2ccccc2F)c2nc(=S)[nH][nH]2)cc1
 : 5.4% | 3.5% | i | -15.3% | 10.9% | ? | -3.4 | -13.2% | -4.5%
COc1cccc(CNC(=O)CCC(=O)N2CC3CCCN3c3ccccc32)c1 (stereo not drawn)
 : -3.3% | 2.6% | . | 1.6% | . | 2.7% | . | . | .
Cc1ccccc1C(=O)NNC1=NCCC1
 : 20.4% | -3.8% | i | 16.8% | 4.7% | -0.5% | 0.9 | 1.4% | 0.3%
COc1ccccc1OCC(=O)N1CCN(C(=O)c2ccco2)CC1
 : 4.0% | 1.7% | i | ? | 1.2% | -0.6% | -1.9 | 7.0% | 0.1%
CC(C)(C)c1nc2scc(-c3cccs3)c2c(=O)o1
 : -14.8% | -2.9% | i | -28.5% | 15.6% | -0.7% | -7.0 | -1.3% | -0.7%
COC(=O)c1ccc2cc(F)cc(C)c2n1
 : . | . | i | -0.3% | -1.7% | 10.9% | 0.0 | -13.5% | .
O=C(CC1CCCC1)NNC(=O)c1ccccc1O
 : . | . | i | 0.4% | 1.7% | -2.0% | -0.2 | 2.5% | .
Nc1c(NCCC2=CCCCC2)c(=O)[nH]c(=O)n1Cc1ccccc1
 : -7.4% | 3.5% | i | -19.1% | -1.9% | 0.1% | 0.5 | -1.4% | -0.2%
C[C@H]1CN([C@@H](C)CO)S(=O)(=O)c2ccc(-c3ccc(C#N)cc3)cc2O[C@H]1CN(C)C(=O)CN(C)C
 : . | . | i | 13.9% | 8.3% | -1.0% | -0.2 | 2.3% | .
CCCSc1nc2sc3c(c2c(=O)n1-c1ccc(C)c(Cl)c1)CCN(C(C)=O)C3
 : -6.7%[9.27 µM] | -0.1% | . | -13.9% | . | -0.9% | . | . | .
COc1ncnc2c1ncn2CCCN1CCN(c2ncccn2)CC1
 : . | . | i | 10.8% | 3.9% | 0.3% | 0.1 | 1.0% | .
Cc1cccc(Nc2cc(=O)[nH]c(=O)[nH]2)c1C
 : -5.7% | -1.9% | i | 1.0% | -0.8% | -0.8% | -5.5 | 7.1% | 0.1%
CN(C)/C(=N\S(=O)(=O)c1ccc(Cl)cc1)c1ccc(F)cc1
 : 2.3% | -2.2% | i | -2.6% | 0.5% | -0.4% | -2.3 | -10.4% | 1.5%
O=C(COC(=O)c1ccc(S(=O)(=O)N2CCOCC2)cc1)NCc1ccco1
 : . | . | i | -4.8% | 2.7% | 0.3% | 1.3 | -9.8% | .
C[C@@H](NC(=O)[C@@H]1Cc2ccccc2CN1)C(=O)NCc1ccco1
 : -4.7% | -7.2% | i | -16.1% | -0.8% | 0.3% | -0.5 | -4.5% | 0.5%
C=CCOn1c(=O)c(-c2cc3ccccc3o2)[n+]([O-])c2ccccc21
 : ? | -3.4% | i | -1.0% | ? | 10.4% | -0.1 | 59.8%[activator] | -3.4%
CSc1ccc(S(=O)(=O)NCCSC(C)(C)C)cc1
 : -8.4% | -9.4% | i | 0.8% | 5.5% | -0.2% | -2.7 | -1.3% | -3.5%
c1cncc(CNc2nc(-c3cccnc3)nc3ccccc23)c1
 : ? | 2.9% | i | 0.0% | 1.9% | 0.1% | -2.8 | 0.7% | 0.5%
CC(C(=O)NCC1CCCCC1)N(C)Cc1cccc(Cl)c1 (stereo not drawn)
 : -0.6% | 10.7% | i | -18.5% | 12.4% | -0.6% | -3.3 | -13.2% | 0.7%
O=C(NC1(C(F)(F)F)NC(=O)N(CCc2ccccc2)C1=O)C1CC1 (stereo not drawn)
 : -10.5% | -2.1% | i | 0.0% | 8.0% | -0.5% | -3.1 | 1.6% | -0.3%
O=C(NC1=NN(c2ccccc2)CC1)Nc1ccccc1F
 : 3.3% | 0.0% | i | -7.1% | -1.3% | 3.9% | 2.4 | -0.6% | 1.1%
O=C(NC(c1ccc(F)cc1)c1ccc2ccccc2n1)C1CCN(Cc2ccc(Oc3ccccc3)cc2)CC1 (stereo not drawn)
 : . | . | . | ? | 5.0% | -0.1% | 0.6 | 5.4% | .
O=C(CCC1COc2ccccc2O1)NCC1COc2ccccc2O1 (stereo not drawn)
 : -12.1% | 4.4% | i | 6.9% | 12.3% | 0.6% | -3.9 | -2.2% | 0.3%
Cc1c(NC(=O)CSc2ccc(Cl)cc2)c(=O)n(-c2ccccc2)n1C
 : -1.3% | 2.2% | i | -7.3% | 2.9% | 0.3% | -2.9 | -5.6% | 1.5%
COc1cc(/C=N/N2C(=O)c3ccccc3NC2(C)c2cccc([N+](=O)[O-])c2)cc(Br)c1O (stereo not drawn)
 : -22.4% | -16.9% | i | -15.5% | 3.3% | 5.7% | -5.4 | -26.3%[57.1 µM] | -1.4%
COc1ccc(C(=O)OCC(=O)c2ccc(S(=O)(=O)N3CCCCC3)cc2)c(OC)c1
 : ? | -23.6% | i | 8.4% | 19.7% | 4.6% | -4.3 | -3.2% | 0.7%
O=C(O)c1cccc(NC(=O)c2cc(NC(=O)c3ccccc3)cc(NC(=O)c3ccccc3)c2)c1
 : -5.7% | 0.0% | i | 1.3% | 2.9% | -0.2% | -2.9 | 15.0% | 2.2%
Cc1cc(C)cc(C(=O)NC(=S)Nc2cccnc2)c1
 : 3.1% | 3.3% | i | -8.0% | 10.3% | -0.1% | 0.0 | 3.1% | 0.2%
O=C(NCc1ccccc1Cl)C(=O)NCC1CCCN1S(=O)(=O)c1cccs1 (stereo not drawn)
 : -9.0% | -3.7% | i | 1.6% | 3.6% | -1.2% | -0.9 | -1.3% | -4.0%
COc1ccc(N2CCN(c3ncnc4c3cnn4-c3ccc(C)cc3C)CC2)cc1
 : ? | -5.2% | i | -13.5% | -3.3% | -0.1% | -3.4 | -1.2% | 1.5%
O=C(NC(=S)Nc1cccc(NC(=O)c2ccccc2)c1)c1cccc([N+](=O)[O-])c1
 : ? | 0.9% | i | -12.7% | 5.4% | 2.0% | -1.7 | 3.7% | 0.4%
ClC1(Cl)CC1CSc1ncn[nH]1 (stereo not drawn)
 : 8.2% | -13.4% | i | 18.1% | -2.6% | 0.2% | -2.1 | 4.5% | 1.9%
COc1ccc(-c2noc(CCC(=O)N3CCN(c4cc(C)ccc4C)CC3)n2)cc1
 : -14.5% | -5.3% | i | -16.5% | -4.1% | -0.1% | -0.6 | -6.3% | -1.5%
COc1ccc(/C=C/C(=O)OCC(=O)c2c[nH]c3ccccc23)cc1
 : -9.7% | 0.8% | i | -9.7% | 9.4% | -0.7% | -0.6 | 2.9% | -3.1%
CCCCOC(=O)n1c(=O)oc2ccc(S(=O)(=O)N3CCCCC3)cc21
 : -0.3% | -1.6% | i | ? | 7.7% | 2.0% | -1.2 | -9.2% | 0.8%
COc1ccc(Cl)cc1NC(=O)NCCN1CCCCC1
 : 8.2% | 0.3% | i | -0.1% | 2.3% | 0.2% | 0.6 | 4.0% | 0.8%
CCCc1nc2nc(C)c(NS(=O)(=O)c3ccc(C(C)(C)C)cc3)c(=O)n2[nH]1
 : 2.8% | 0.1% | i | 1.1% | 26.0% | 0.1% | -1.0 | -15.6% | 0.6%
CCOc1ccc(CNC(=O)CCc2c(C)nn(-c3ccc(N4CCCCC4)nn3)c2C)cc1
 : -4.2% | 6.6% | . | -29.5% | . | -0.7% | . | . | .
Cc1ccc(C(NC(=O)N2CCOCC2)C(Cl)Cl)cc1F (stereo not drawn)
 : -4.2% | 1.0% | i | 2.6% | 4.8% | -0.2% | -7.2 | -7.6% | 0.5%
O=C(NC(=S)Nc1ccc2[nH]ncc2c1)c1ccccc1
 : -5.3% | -7.0% | i | -14.0% | 6.8% | 4.4% | -0.5 | -3.7% | -5.3%
COC(=O)c1ccc(CSc2nc3sc(C(=O)O)c(C)c3c(=O)[nH]2)cc1
 : -3.0% | 0.3% | i | 3.5% | 1.2% | 1.6%[9.22 µM] | 0.2 | -4.2% | -4.9%
Cc1c(Cl)cccc1N1C(=O)CC(NNC(=O)c2cccnc2)C1=O (stereo not drawn)
 : 1.1% | 0.1% | i | 8.1% | 4.0% | -0.4% | -0.4 | 10.5% | 1.2%
CCOC(=O)N1CCN(C(=O)CSc2nnc(-c3ccc(C(C)(C)C)cc3)o2)CC1
 : 15.3% | -4.5% | i | -6.2% | -4.8% | -1.4% | -2.2 | -6.4% | 1.1%
CCCC/C=C/C(NC(=O)CCc1ccccc1)c1ccccc1 (stereo not drawn)
 : 7.3% | 5.8% | i | -23.8% | 5.7% | 4.3% | -2.2 | 8.0% | -1.0%
COc1ccc(NC(=O)CCNC(=O)Cn2cnc3sc4c(c3c2=O)CCCC4)c(OC)c1
 : 5.5% | -0.4% | i | -12.1% | 16.5% | 2.5% | -3.6 | -26.0% | 1.4%

Looked up by compound from the list above:
The line under a structure holds: Nrf2 block | A549 viability | pAkt inh | TGFb SMAD3 inh | EPAC2 ag | Nrf2 activator | CCT modulator | EPAC2 antagonist | Mm-Cpn inhibitor
COc1ccc(NC(=O)CCNC(=O)Cn2cnc3sc4c(c3c2=O)CCCC4)c(OC)c1
 : 5.5% | -0.4% | i | -12.1% | 16.5% | 2.5% | -3.6 | -26.0% | 1.4%
CCCC/C=C/C(NC(=O)CCc1ccccc1)c1ccccc1 (stereo not drawn)
 : 7.3% | 5.8% | i | -23.8% | 5.7% | 4.3% | -2.2 | 8.0% | -1.0%

Source: PubChem BioAssay (National Center for Advancing Translational Sciences (NCATS))
